Screening results from PubChem.
mABHD4 FP = ABHD4 (mouse) inhibition, primary FP screen; inhibition, % at 8.92 µM; 370,000 tested, 0.54% active; AID 720543; Q8VD66; purified mABHD4, FP-Rh probe fluorescence polarization;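 active = inhibition exceeding the mean over every tested compound plus 3 SD, cut at about 30% in these data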;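 also: 0% = plate median of compound wells and 100% = S159A mutant with DMSO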
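Material: mouse ABHD4 enzyme, wild type; Benchmarks: S159A mutant high control, sample median low control; Buffer or medium: HEPES pH 7.0, NaCl, Pluronic buffer; Signal: fluorescence polarization; Read-out: percent inhibition of probe binding, normalized to plate controls; Timing: pre-incubation 45 min, probe exposure 60 min, at 25 °C; Dosing: 8.92 µM, single dose.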
rCAG RNA binder = binds r(CAG) RNA repeats; r(CAG) RNA repeat, TO-PRO-1 dye displacement fluorescence; inhibition, % at 3 µM; 370,000 tested, 1.3% active;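 active = inhibition above the plate cutoff, the mean of all test compounds on that plate plus 3 SD, cut at about 35% in these data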;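 also: 0% = DMSO alone and 100% = 100 µM mitoxantrone as full dye displacement; higher means more dye released from RNA so lower well fluorescence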
NR1D1 modulator = Rev-erb alpha (human) modulation. P20393. Rev-erbα–FITC-DNA binding, fluorescence polarization, 90 min. activity, % at 10 µM. 370,000 tested, 0.79% active;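 active = activity above about 14%, limit read from the data; passing the limit was not always enough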;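 also: 0% = DMSO wells with 35 nM protein and 100% = DMSO wells with 750 nM protein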
PG9 Ab binder = PG9 antibody binding by small molecule. TR-FRET gp120-PG9 antibody binding. inhibition, % at 6.7 µM. 360,000 tested, 0.43% active. AID 624416; in the data active = inhibition above about 8.5%
LEDGF integ inh = blocks HIV-1 LEDGF/p75-dependent DNA integration; TR-FRET IN-LEDGF/p75 DNA integration, Eu/Cy5; inhibition, % at 3.7 µM; 370,000 tested, 0.64% active;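 active = inhibition above the screen-wide mean plus 3 SD, cut at about 13% in these data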;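 also: signal is the Cy5 over europium emission ratio at 671 and 618 nm; 0% = plate median of compound wells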
TDP2 absorb = TDP2 (human) inhibition, absorbance primary screen; 370,000 tested, 0.34% active; inhibition, % at 12.8 µM; O95551; recombinant TDP2, T5PNP hydrolysis, p-nitrophenol absorbance 415 nm;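 active = inhibition above the mean of all tested compounds plus 3 SD, set per campaign, cut at about 25% in these data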;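 also: 0% = DMSO with enzyme and 100% = buffer with substrate but no TDP2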
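Assay system: Recombinant human TDP2 | Quantity: 120 nM TDP2 per well | Incubation: 2 h at 37 °C | Signal: Epi absorbance | Evaluation: Percent inhibition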
HTRA1 inh = blocks human HTRA1 serine peptidase; 340,000 tested, 0.5% active; AID 504803; Q92743; recombinant HTRA1, FP-rhodamine activity-based probe, fluorescence polarization; inhibition, % at 5.96 µM; in the data active = inhibition above about 36%;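 also: 0% = enzyme with DMSO and 100% = wells lacking enzyme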
SIAE primary = inhibitors of human sialic acid acetylesterase SIAE; SIAE FP-Rh probe binding, fluorescence polarization; inhibition, % at 9.66 µM; 370,000 tested, 0.69% active; AID 1053197;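 active = inhibition above a cutoff: mean of compounds within the control limits plus 3 SD of those, cut at about 17% in these data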;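 also: 0% = plate median of compound wells and 100% = probe without SIAE protein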
Target sequence (Q9HAT2 whole entry, looked up): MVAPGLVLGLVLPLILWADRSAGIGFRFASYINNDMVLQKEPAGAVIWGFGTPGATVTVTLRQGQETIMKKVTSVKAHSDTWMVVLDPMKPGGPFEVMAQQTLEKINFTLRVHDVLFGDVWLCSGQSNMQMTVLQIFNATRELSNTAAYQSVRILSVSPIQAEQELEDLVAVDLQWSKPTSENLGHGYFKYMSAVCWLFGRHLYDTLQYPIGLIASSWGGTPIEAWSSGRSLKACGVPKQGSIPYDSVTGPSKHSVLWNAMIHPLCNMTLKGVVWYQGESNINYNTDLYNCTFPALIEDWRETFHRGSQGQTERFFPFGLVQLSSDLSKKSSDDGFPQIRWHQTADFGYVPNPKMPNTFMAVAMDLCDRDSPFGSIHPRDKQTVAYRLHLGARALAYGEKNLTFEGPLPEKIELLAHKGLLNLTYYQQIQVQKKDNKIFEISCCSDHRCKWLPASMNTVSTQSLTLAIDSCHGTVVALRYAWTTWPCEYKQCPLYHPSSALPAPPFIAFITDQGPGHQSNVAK
TCR CD3 inh = blocks the human TCR-CD3 interaction | 360,000 tested, 0.37% active | TAMRA-labeled TCR probe fluorescence, biochemical | inhibition, % at 9.4 µM | AID 651800; in the data active = inhibition above about 19%;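 also: recombinant mutant TCR 2C K166C tagged with TAMRA read by polarization; 0% = receptor in buffer alone and 100% = receptor with positive control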
PRMT1 FP inh = inhibitors of human PRMT1; Q99873; recombinant PRMT1, activity-based probe fluorescence polarization; inhibition, % at 2.79 µM; 370,000 tested, 1.3% active; AID 652257;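 active = inhibition above about 21% made by adding two undisclosed values, limit read from the data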
Target sequence (Q99873 whole entry, looked up): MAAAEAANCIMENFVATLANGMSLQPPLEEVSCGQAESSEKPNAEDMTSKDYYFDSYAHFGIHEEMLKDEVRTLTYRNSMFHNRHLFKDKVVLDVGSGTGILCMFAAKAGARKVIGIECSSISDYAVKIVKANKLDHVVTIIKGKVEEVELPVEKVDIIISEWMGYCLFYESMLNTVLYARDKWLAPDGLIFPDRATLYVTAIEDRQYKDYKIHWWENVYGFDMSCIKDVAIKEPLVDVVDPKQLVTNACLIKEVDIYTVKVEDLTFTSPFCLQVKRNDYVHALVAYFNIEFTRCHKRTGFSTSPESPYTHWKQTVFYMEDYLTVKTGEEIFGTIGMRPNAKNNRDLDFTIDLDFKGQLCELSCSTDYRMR
The depositor's hits bear a star; x = not tested or not shown.

No.	canonical_smiles	PRMT1 FP inh	PG9 Ab binder	NR1D1 modulator	HTRA1 inh	SIAE primary	LEDGF integ inh	TDP2 absorb	mABHD4 FP	rCAG RNA binder	TCR CD3 inh
1	O=C(c1ccco1)N1CCN(C(c2ccccn2)c2nnnn2C2CCCC2)CC1 (stereo not given)	6	-1.2	0	0	-1	1	3	0	1	10
2	CCOc1ccccc1NC(=O)c1cccnc1	-3	0.5	-1	-3	-2	-4	-10	-1	2	-16
3	C/C(=C\C(=O)c1c(O)cc(C)oc1=O)N(C)C	4	-0.2	4	x	2	3	0	6	7	1
4	Cc1onc(-c2c(Cl)cccc2Cl)c1C(=O)NCc1ccccn1	0	1.3	-3	7	-3	-2	0	4	-2	-4
5	Cn1ncc2c(NNC(=O)c3ccccc3Cl)ncnc21	-1	2.3	-3	0	-5	-2	6	0	0	-1
6	Cc1cc(NS(=O)(=O)c2ccc(NC(=O)CCCOc3ccc(Cl)cc3)cc2)no1	0	-0.6	x	-13	-2	2	2	-29	50*	4
7	CC1CCN(CC(=O)c2c[nH]c3ccccc23)CC1	-3	-2.1	0	-6	-4	0	3	-2	6	-1
8	O=C1NC(Cc2ccccc2)C(=O)N1Cc1ccccc1 (stereo not given)	2	-0.5	1	2	-8	1	-3	0	0	-1
9	O=C(Nc1cccc(O)c1)c1ccc(Br)cc1	-1	0.5	-1	-15	6	1	0	4	-1	3
10	CCc1ccc(/C=C2\SC(=S)N(CCC(=O)N3CCN(C)CC3)C2=O)cc1	0	-0.7	6	-2	1	-3	2	-1	-3	-7
11	CCc1ccc(N2C=C(C(=O)OC)C(c3ccc(OC)cc3)C(C#N)=C2N)cc1 (stereo not given)	1	-0.3	-4	x	2	-2	2	-2	2	0
12	CC(C)NC(=O)C1CCN(C2CCN(C(=O)C3=CCCC3)CC2)CC1	-1	-0.4	14	4	3	0	1	-3	0	1
13	COC(c1ccccc1)c1nnc(CCC(=O)N2CCCCCCC2)o1 (stereo not given)	-3	-1.7	0	-1	3	0	7	-7	-7	2
14	Cc1nn(-c2ccc([N+](=O)[O-])cc2)c2c1C(c1ccc(OC(F)F)cc1)N1C(=N2)C(=O)Nc2ccccc21 (stereo not given)	0	-0.8	4	-7	-17	1	5	5	5	-2
15	Cc1ccc(-n2nc3c(c2NC(=O)c2ccc4c(c2)OCO4)CS(=O)(=O)C3)cc1C	-3	-1.9	2	-7	1	-1	-3	-1	3	8
16	CC(=O)Nc1ccc(-c2csc(NCc3ccccc3)n2)cc1	-3	-0.2	10	-6	7	6	-13	10	-1	-6
17	Cc1ccc(NC(=O)Cc2nn(C)c(=O)c3ccccc23)cc1F	-1	-2.5	5	2	-2	2	-1	-2	-1	-3
18	CCOC(=O)COc1ccc(S(=O)(=O)NCc2cccnc2)cc1	0	0.1	1	-4	0	0	2	-4	-6	1
19	Cc1ccc2cccc(S(=O)(=O)n3nc(C)cc3C)c2n1	3	0.1	0	1	-3	0	2	2	0	-3
20	CC(=O)NCCc1ccc(S(=O)(=O)N2CCN(c3nc(-c4ccccc4)c(C)s3)CC2)cc1	-1	-0.3	1	1	4	2	12	-8	1	5
21	COc1ccc(Cl)cc1NC(=O)CSc1nnc(Cn2c(=O)sc3ccccc32)n1C	3	0.5	-4	-5	-5	-2	2	-2	4	-9
22	Cn1ncc2c(=O)[nH]nnc21	2	0.7	-4	0	0	5	3	2	0	5
23	O=C(O)CN1C(=O)COc2cc(S(=O)(=O)N3CCCC3)ccc21	1	-1.1	8	5	0	-5	4	5	2	-3
24	COc1ccc(NC(=O)C2CCOC2=O)cc1 (stereo not given)	-2	-1.6	-1	-3	-3	4	-7	-3	0	-10
25	Cc1ccc(NC(=O)Cn2cnc3c(=O)n(C)c(=O)n(C)c32)c(C)c1	-2	0.8	-3	-1	1	2	7	4	-2	1
26	CCN(c1ccccc1)S(=O)(=O)c1ccc(OC)c(NC(=O)c2ccco2)c1	0	-1.7	-2	-24	-6	4	-9	-6	4	1
27	Cc1ccc(-c2nc(CS(=O)(=O)CC(=O)Nc3cc(F)ccc3F)c(C)o2)cc1	-1	-0.8	5	-10	-7	-5	7	3	1	-3
28	Cc1cccc(CCNC(=O)c2cccc3c2C(=O)N(C2CCCCC2)C3)c1	2	0.0	3	-34	-5	-1	15	-2	0	-4
29	Cc1ccccc1C(=O)NNC(=S)NC(=O)c1ccc(Cl)cc1Cl	8	2.2	-2	10	4	1	8	4	13	2
30	COc1ccc(-c2csc(NC(=O)CN3C(=O)NC4(CCCC4)C3=O)n2)cc1OC	4	0.2	2	-4	-1	-1	4	3	3	-6

Quoted at random: 4 entries already listed.
No.	canonical_smiles	PRMT1 FP inh	PG9 Ab binder	NR1D1 modulator	HTRA1 inh	SIAE primary	LEDGF integ inh	TDP2 absorb	mABHD4 FP	rCAG RNA binder	TCR CD3 inh
11	CCc1ccc(N2C=C(C(=O)OC)C(c3ccc(OC)cc3)C(C#N)=C2N)cc1 (stereo not given)	1	-0.3	-4	x	2	-2	2	-2	2	0
10	CCc1ccc(/C=C2\SC(=S)N(CCC(=O)N3CCN(C)CC3)C2=O)cc1	0	-0.7	6	-2	1	-3	2	-1	-3	-7
28	Cc1cccc(CCNC(=O)c2cccc3c2C(=O)N(C2CCCCC2)C3)c1	2	0.0	3	-34	-5	-1	15	-2	0	-4
26	CCN(c1ccccc1)S(=O)(=O)c1ccc(OC)c(NC(=O)c2ccco2)c1	0	-1.7	-2	-24	-6	4	-9	-6	4	1

(listing goes on)
No.	canonical_smiles	PRMT1 FP inh	PG9 Ab binder	NR1D1 modulator	HTRA1 inh	SIAE primary	LEDGF integ inh	TDP2 absorb	mABHD4 FP	rCAG RNA binder	TCR CD3 inh
31	Cc1cnc(CN(C)Cc2c(C(=O)N3CCc4ccccc4C3)nc3ccc(Cl)cn23)[nH]1	2	-0.7	-1	0	5	2	-8	2	-5	6
32	CN(C(=O)CSc1nnc(-c2ccco2)n1N)C1CCCCC1	0	-0.1	-1	-3	-8	1	12	-2	2	1
33	O=C(O)c1cnc(-c2ccccc2)nc1Oc1ccc(Cl)cc1	0	-3.6	1	-3	-4	1	-1	3	1	2
34	COc1cc(OC)cc(-n2nnnc2SCC(=O)NC2CCCC2)c1	1	-1.5	0	-4	-5	0	2	-6	2	-3
35	CC1CCC(NC(=O)c2ccc3c(c2)OCO3)CC1 (stereo not given)	6	1.4	4	-4	3	-4	-2	7	-4	2
36	COCCNC(=O)c1cn(C)c2ccccc2c1=O	-2	1.9	0	3	-2	-5	4	2	-2	-5
37	COc1cc(OC)c(C2C(C#N)=C(C)NC(C)=C2C#N)c(C(=O)O)c1	7	-1.0	-6	3	-3	-2	-12	-13	-3	-17
38	Cc1nn(CCCC(=O)Nc2cccnc2Cl)c(C)c1[N+](=O)[O-]	4	1.6	1	-2	-1	2	9	3	-1	2
39	O=C(Nc1ccccc1)c1cccc(N2C(=O)C3C4C=CC(C5CC45)C3C2=O)c1 (stereo not given)	-6	1.1	1	-22	0	-4	2	5	-2	5
40	C[C@@H]1CN([C@H](C)CO)C(=O)Cc2cc(NC(=O)CCC(F)(F)F)ccc2O[C@@H]1CN(C)C(=O)Nc1ccccc1	0	-0.6	1	3	2	1	-2	-5	-6	3
41	O=C(NNC(=O)c1ccccc1F)c1ccc2[nH]c(=O)c(=O)[nH]c2c1	13	-3.2	7	7	5	3	-7	3	2	12
42	Cc1ccc2nc(N(CCCN(C)C)C(=O)c3cc(-c4cccs4)nc4ccccc34)sc2c1	2	-0.1	-5	-25	8	-2	0	13	2	-9
43	O=C1C(Cl)=C(N2CCOCC2)C(=O)N1c1cccc(Cl)c1	22*	-1.7	-2	-3	3	1	-6	9	1	1
44	CCOC(=O)[C@]12CCCC=C1N(CCCOC)C(=O)[C@@H]2CC(=O)N1CCOCC1	-11	x	-2	x	-6	5	-12	-8	0	x
45	CCOC(=O)c1ccc2nc(C)c(CC)c(Cl)c2c1	-2	0.6	-4	-10	-1	4	-1	6	-2	6
46	Cc1coc2c1c(C)cc1oc(=O)c(CC(=O)N[C@@H](CC(C)C)C(=O)O)c(C)c12	-2	-0.1	-8	6	3	2	3	0	21	4
47	COc1ccc(NC(=O)c2cc(-c3cccnc3)nc3ccc(C)cc23)cc1OC	1	0.0	10	-6	-7	-6	-5	2	8	-3
48	Cc1cccn2c(/C=N/OCc3cccc(F)c3)c(-c3ccc(Cl)cc3)nc12	0	-0.1	4	0	-1	-1	10	8	10	4
49	COC(=O)CSc1nnc(-c2ccc(OC)c(OC)c2)o1	-2	0.3	-4	4	1	2	-1	2	4	4
50	Cc1ccc([C@H]2C[C@H](n3cc(COC(=O)c4ccccc4)nn3)[C@@H](O)CN2CC2CCCCC2)cc1	5	-0.5	-2	-2	-7	4	7	-8	2	-2

Reprinted from the part before: two entries, followed by the next part.
No.	canonical_smiles	PRMT1 FP inh	PG9 Ab binder	NR1D1 modulator	HTRA1 inh	SIAE primary	LEDGF integ inh	TDP2 absorb	mABHD4 FP	rCAG RNA binder	TCR CD3 inh
49	COC(=O)CSc1nnc(-c2ccc(OC)c(OC)c2)o1	-2	0.3	-4	4	1	2	-1	2	4	4
50	Cc1ccc([C@H]2C[C@H](n3cc(COC(=O)c4ccccc4)nn3)[C@@H](O)CN2CC2CCCCC2)cc1	5	-0.5	-2	-2	-7	4	7	-8	2	-2
51	S=c1[nH]nc(-c2ccc(Cl)cc2)n1-c1ccc2c(c1)OCCO2	7	2.3	0	6	6	0	-2	-2	4	-1
52	O=C(NC(=S)Nc1cc(S(=O)(=O)N2CCOCC2)ccc1O)c1ccco1	12	-1.5	-1	2	-1	-7	0	7	13	3
53	CCN1C(=O)N[C@@H](c2ccco2)C(C(C)=O)=C1C	-3	-0.5	1	2	-8	2	-13	-2	0	-3
54	CC(=O)Nc1ccc(NC(=O)C(C)OC(=O)c2c(C)nn(-c3ccccc3)c2Cl)cc1 (stereo not given)	-2	-2.9	6	3	-3	6	-9	-10	-1	-3
55	COc1ccc(C(=O)/C=C/Nc2ccc(S(N)(=O)=O)cc2)cc1OC	6	-1.6	4	6	-8	-2	-10	-8	6	-9
56	CC(C)n1c(-c2ccccc2F)n[nH]c1=S	1	2.3	1	6	4	0	3	4	-2	-4

Some of the compounds tested, so the mix of outcomes need not match the whole.
